Screening results from PubChem.
HCV inh: HCV inhibition | Huh7.5.1 HCVcc-Cre infection, luciferase reporter, 44 h | Potency, µM (series often up to 41.8 µM), for inactives: at the highest dose activity change, negative = inhibition, hits mostly inhibitors | actives 3.4% (n = 340,000)
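After 44 h co-culture of compound, cells and HCVcc-Cre (~0.5 moi), substrate is added for 15 min at room temperature and luciferase measured over 15 sec. Cells were seeded at 1,000/well and pre-cultured 4 h.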
TbPYK inhibitor: T. brucei pyruvate kinase inhibition | Q57TT1 | TbPYK enzyme, Kinase-Glo Plus ATP luminescence, 45 min | Potency, µM (doses to about 76.8 µM), for inactives: at the highest dose activity, negative = inhibition, actives largely listed as inhibitors | actives 0.12% (n = 410,000); also: nearly all actives have a fitted effect of over 50% in size
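In this concentration-response screen, enzyme-free wells defined baseline while DMSO plates tracked drift. Each reaction combined TbPYK, substrate, compound and 130 uM ADP for 45 min at room temperature. Kinase-Glo Plus luminescence gave the signal.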
Active calls of the source: *; ? = inconclusive; & = joins results of further samples; [ ] = remark or other dose. Calls follow the shape of the dose curve; as a rule, active = well fitted curve in the direction sought with a large enough effect; inconclusive = small, poorly fitted or top-dose-only effect, or another doubt; inactive = no such curve, though single readings can be large; an effect the other way counts as inactive or inconclusive. % is scaled to controls: 0 for no effect and ±100 for the full control effect; potency is read from the fitted curve at half-maximal effect. Only part of the results is shown, so the mix of outcomes need not match the whole.

Start of the listing, in advance, 2 compounds:
SMILES	HCV inh	TbPYK inhibitor
COc1ccccc1[C@H]1C(c2ccc(F)cc2)=NN(c2ccccc2)[C@@H]1CO	?	3.8%
CN1CCC23c4ccccc4NC1C21CCN(C)C3Nc2ccccc21	12.9%	-0.4%

The list itself, from the start:
SMILES	HCV inh	TbPYK inhibitor
COc1ccccc1[C@H]1C(c2ccc(F)cc2)=NN(c2ccccc2)[C@@H]1CO	?	3.8%
CN1CCC23c4ccccc4NC1C21CCN(C)C3Nc2ccccc21	12.9%	-0.4%
O=C(Nc1cc(S(=O)(=O)N2CCCC2)ccc1Cl)c1ccncc1	9.5%	16.5%
CC[C@]12c3[nH]c4cc(CCC(=O)N(C)C)ccc4c3CCN1C(=O)[C@@H](CC(=O)NCCc1ccccn1)C[C@@H]2C(=O)N1CCN(C(=O)c2ccco2)CC1	-18.1%[8.37 µM]	1.8%
COc1cc(CC(=O)OCC(=O)NC2CCCCCC2)cc(OC)c1OC	16.2%	-3.6%
CCN(CC)S(=O)(=O)c1cccc(C(=O)N[C@H](C(=O)NC2=NCCS2)C(C)C)c1	-0.4%	9.0%
Cc1cccc(C(=O)N[C@@H]2c3ccccc3C[C@@H]2O)n1	6.9%	-2.6%
O=c1c2ccccc2nc(/C=C/c2cccc([N+](=O)[O-])c2)n1CCCO	-11.6%	-16.0%
COC(=O)[C@]1(CC(C)C)N[C@H](c2ccc(-c3ccccc3)cc2)[C@@H]2C(=O)N(C)C(=O)[C@@H]21	7.3%	-2.1%
C[C@H](CO)N1C[C@H](C)[C@@H](CN(C)S(=O)(=O)c2ccccc2)Oc2ccc(NC(=O)NC3CCCCC3)cc2C1=O	?	-4.6%
O=C1C=CC(=O)N1c1ccccn1	-4.0%	-6.7%
O=C(COC(=O)c1ccc(Cl)cc1)NCC1CCCCC1	11.1%	-1.7%
CC[C@]12c3[nH]c4ccccc4c3CCN1C(=O)C(CC(=O)NCCCOC)C[C@@H]2C(=O)N1CCN(C(=O)c2ccco2)CC1 (stereo partly specified)	-14.3%	9.6%
Cc1cccc(-c2oc3ccc(-c4ccc5c(c4)OCO5)cc3c2-c2ccc(OC3CCCCO3)cc2)c1 (stereo unspecified)	-0.6%	-1.8%
O=C(C=Cc1ccco1)c1ccc2ccccc2c1	-28.5%	-20.6%
Clc1ccc(N(CC2CO2)CC2CO2)cc1 (stereo unspecified)	4.4%	-0.5%
Cc1cc(C)c(O)c(CN(C)Cc2cc(Cl)cc(Cl)c2O)c1	?	1.0%
Cc1ccn2cc(CCNS(=O)(=O)c3ccc4ccccc4c3)nc2c1	25.6%	4.7%
OCC1OC(n2cnc3c(SCc4ccccc4)nc(F)nc32)C(O)C1O (stereo unspecified)	2.5%	-20.9%
CC(C)(C)OC(=O)C[C@@H]1C/C=C\C[C@H](CC(=O)N(CCO)Cc2ccccc2)C(=O)NCCOC1=O	-6.2%	4.1%
COc1cc(C2c3cc4c(cc3OC(Nc3ccc(C(=O)O)cc3)C2C)OCO4)cc(OC)c1OC (stereo unspecified)	12.0%	-8.2%
CC(=O)C[C@H]1c2cc(C(F)(F)F)ccc2S(=O)(=O)N1C1CCCCC1	-13.4%	-2.9%
COC(=O)[C@]1(C)N[C@H](CN(C)C(=O)Nc2ccc(C)cc2)[C@@H]2C(=O)N(Cc3ccccc3)C(=O)[C@@H]21	2.82µM*	-6.2%
COc1cc(C(=O)NNC(=O)CNC(=O)C2CCCCC2)ccc1OC(C)C	7.9%	-0.5%
CCOC(=O)c1ccc(NCc2ccncc2)cc1	3.3%	4.1%
C#CCOCCOCCOCCNc1nc(N2CCN(C(=O)[C@H](C(C)C)n3cc(CCO)nn3)CC2)nc(N2CCN(C(=O)[C@H]([C@@H](C)CC)n3cc(CCC(=O)O)nn3)CC2)n1	-1.5%[8.37 µM]	0.2%
COc1ccc(C(=O)O)cc1S(=O)(=O)Nc1ccc2cn[nH]c2c1	0.1%	2.4%
CCOC(=O)C1=CN(Cc2cccc(-c3cccnc3)c2)S(=O)(=O)N(C)C1C (stereo unspecified)	?	5.0%
COc1cc(N=Nc2ccc(C)cc2S(N)(=O)=O)c(C)cc1N	25.1µM*	0.1%
COc1c2c(cc(O)c1C(C)=O)OC(C)(C)C=C2	?	2.7%
CC(=O)Nc1ccc(S(=O)(=O)N(C)CC(=O)NNC(=O)Cc2nc3ccccc3n2C)cc1	41.0%[activator]	-2.2%
O=S(=O)(/N=C(/Nc1cccnc1)c1ccccc1)c1ccc(F)cc1F	16.2%	3.9%
Cn1c(N)c(C(=O)COC(=O)Cc2cccc(C(F)(F)F)c2)c(=O)n(C)c1=O	9.5%	-4.9%
CC[C@]12c3[nH]c4cc(-c5ccco5)ccc4c3CCN1C(=O)[C@@H](CC(=O)NCC13CC4CC(CC(C4)C1)C3)C[C@@H]2C(=O)N1CCN(C(=O)C2CC2)CC1	?	-0.4%
O=C(OCC(=O)N1CCc2ccccc21)[C@@H]1CC(O)CN1S(=O)(=O)c1ccccc1[N+](=O)[O-] (stereo partly specified)	-3.5%	0.2%
CN(C)CCC(=O)C(Cc1ccccc1)c1ccccc1 (stereo unspecified)	-29.9%	-28.7%

Taken from the listing (17 entries):
SMILES	HCV inh	TbPYK inhibitor
COc1ccccc1[C@H]1C(c2ccc(F)cc2)=NN(c2ccccc2)[C@@H]1CO	?	3.8%
CN1CCC23c4ccccc4NC1C21CCN(C)C3Nc2ccccc21	12.9%	-0.4%
O=C(Nc1cc(S(=O)(=O)N2CCCC2)ccc1Cl)c1ccncc1	9.5%	16.5%
CC[C@]12c3[nH]c4cc(CCC(=O)N(C)C)ccc4c3CCN1C(=O)[C@@H](CC(=O)NCCc1ccccn1)C[C@@H]2C(=O)N1CCN(C(=O)c2ccco2)CC1	-18.1%[8.37 µM]	1.8%
COc1cc(CC(=O)OCC(=O)NC2CCCCCC2)cc(OC)c1OC	16.2%	-3.6%
CCN(CC)S(=O)(=O)c1cccc(C(=O)N[C@H](C(=O)NC2=NCCS2)C(C)C)c1	-0.4%	9.0%
Cc1cccc(C(=O)N[C@@H]2c3ccccc3C[C@@H]2O)n1	6.9%	-2.6%
O=c1c2ccccc2nc(/C=C/c2cccc([N+](=O)[O-])c2)n1CCCO	-11.6%	-16.0%
COC(=O)[C@]1(CC(C)C)N[C@H](c2ccc(-c3ccccc3)cc2)[C@@H]2C(=O)N(C)C(=O)[C@@H]21	7.3%	-2.1%
C[C@H](CO)N1C[C@H](C)[C@@H](CN(C)S(=O)(=O)c2ccccc2)Oc2ccc(NC(=O)NC3CCCCC3)cc2C1=O	?	-4.6%
O=C1C=CC(=O)N1c1ccccn1	-4.0%	-6.7%
O=C(COC(=O)c1ccc(Cl)cc1)NCC1CCCCC1	11.1%	-1.7%
CC[C@]12c3[nH]c4ccccc4c3CCN1C(=O)C(CC(=O)NCCCOC)C[C@@H]2C(=O)N1CCN(C(=O)c2ccco2)CC1 (stereo partly specified)	-14.3%	9.6%
Cc1cccc(-c2oc3ccc(-c4ccc5c(c4)OCO5)cc3c2-c2ccc(OC3CCCCO3)cc2)c1 (stereo unspecified)	-0.6%	-1.8%
O=C(C=Cc1ccco1)c1ccc2ccccc2c1	-28.5%	-20.6%
Clc1ccc(N(CC2CO2)CC2CO2)cc1 (stereo unspecified)	4.4%	-0.5%
Cc1cc(C)c(O)c(CN(C)Cc2cc(Cl)cc(Cl)c2O)c1	?	1.0%

New compounds follow:
SMILES	HCV inh	TbPYK inhibitor
CCOc1ccccc1/C=N/NC(=O)c1nnn(-c2nonc2N)c1CN1CCCCCC1	3.5%	9.8%
CC(C)(C)[C@@H]1COC(=O)[C@H](Cc2ccc(F)cc2)CC/C=C\C[C@@H](CC(=O)NCCO)C(=O)N1	?	-6.4%
Cc1ccccc1SCC(=O)NCC(c1ccc(F)cc1)N1CCOCC1 (stereo unspecified)	-17.9%	-14.2%
O=C1C=CC(=Nc2cccc3c2C(=O)c2ccccc2-3)O1	7.2%	7.6%
O=C1CCSc2c1ccc1ccccc21	-20.8%	-20.4%
CC1(C)CC2(CCO1)N1CC3(C)CN2CC(C)(C1)C3=O (stereo unspecified)	-4.2%	-12.2%
O=C1c2ccccc2[C@@H]2C[C@@H](O)[C@H](Nc3ccccc3)CCN12	5.7%	-1.2%
COc1ccccc1NC(=O)CSc1nncs1	21.0%	1.8%
CN1C(=O)c2ccc(Oc3ccccc3)cc2C1=O	-16.1%	0.9%
COc1ccc(C(=O)COC(=O)/C=C/c2ccccc2[N+](=O)[O-])cc1	6.4%	-1.6%
COCCS(=O)(=O)N(Cc1ccc(Br)cc1)[C@@H](C)C(=O)OC	7.6%	0.3%
COc1ccc(NC(=O)N(C)C[C@H]2Oc3ccc(NC(=O)C4CC4)cc3C(=O)N([C@H](C)CO)C[C@@H]2C)cc1	-1.3%	0.8%
Cc1ccc(S(=O)(=O)Nc2ccc3c(c2)C(=O)N([C@H](C)CO)C[C@H](C)[C@@H](CN(C)Cc2ccc(-c4ccccc4)cc2)O3)cc1	?	1.4%
CC(C)Oc1ccc(S(=O)(=O)N2CCOCC2)cc1NC(=O)c1cccc(S(=O)(=O)N2CCCC2)c1	-2.3%	6.5%
NC(=O)c1ncn([C@@H]2O[C@H](CNCc3cccc(OC4CCCC4)c3)[C@@H](O)[C@H]2O)n1	7.3%	-0.5%
COc1ccc(S(=O)(=O)N2CCOCC2)cc1NC(=O)COC(=O)c1[nH]c(C)c(C(C)=O)c1C	?	-0.1%
Cc1cc(N)cc(C)c1-c1c(Br)cc(N)cc1Br	?	-8.3%
COc1ccc(NC(=O)COC(=O)C23CC4CC(CC(NC(C)=O)(C4)C2)C3)cc1S(=O)(=O)N1CCOCC1	-0.8%	6.1%
C=CCOC(=O)C1C(C(=O)O)C2(Cl)C(Cl)=C(Cl)C1(Cl)C2(Cl)Cl (stereo unspecified)	11.5%	16.2%
COC(OC)C1(CCc2ccccc2)NC(=O)NC1=O (stereo unspecified)	0.3%	0.7%
CCN(CC)c1ccc2cc(-c3nc(-c4cc5ccccc5oc4=O)cs3)c(=O)oc2c1	-5.9%	-6.2%
COc1cc(C)c(C(=O)Oc2cc(C)c(C(=O)O)c(O)c2C)c(O)c1C	7.4%	4.4%
CCCCCCSc1ccc(-c2nc3cc(C)ccn3c2NC2CCCCC2)cc1	5.8%	0.5%&0.5%
Cc1cc(NC(=O)COC(=O)c2ccccc2NCCO)no1	-23.9%	-10.2%
CCOC(=O)[C@]12Cc3ccsc3[C@H]1N(Cc1ccccc1)C(=O)c1ccccc12	?	-4.0%
COc1ccccc1C1CC(=O)Oc2cc(C)cc(C)c21 (stereo unspecified)	18.1%	-1.4%
CCOC(=O)[C@@H]1[C@H]2COc3ccc(Br)cc3[C@@H]2N2C(=O)N(c3ccc(Cl)cc3)C(=O)[C@@]12C	2.5%	4.6%
Cn1c(=O)c2c(nc(CN3CCCCC3)n2CCCc2ccccc2)n(C)c1=O	-7.3%	0.4%
Cc1noc(C)c1C(=O)Nc1sccc1C(N)=O	0.5%	-4.0%
COc1ccccc1C(=O)NC(=O)CSc1nnnn1C	4.9%	2.8%
COc1cccc(-c2sc3ccccc3c2-c2ccc(OCCN3CCCC3)cc2)c1	?	11.1%
COc1ccc(SC[C@H](C)CN2CC[C@H](NC(=O)OCc3ccccc3)CCC2=O)cc1	?	-8.6%
COCC(C)n1c(SCC(=O)Nc2c(C)n(C)n(-c3ccccc3)c2=O)nc2ccccc2c1=O (stereo unspecified)	-11.2%	0.3%
COc1ccc(Br)cc1CN(C)C(=O)C1=CC=CN2CCS(=O)(=O)N=C12	-20.2%	-10.1%
Cc1c(/C(O)=C2\C(=O)C(=O)N(CCCN(C)C)C2c2cccs2)cnn1-c1ccccc1 (stereo unspecified)	6.5%	4.6%
O=C(NNC(=O)c1ccc2ccccc2c1)c1cccc(Cl)c1	-7.0%	-4.5%
CSCCC(NS(=O)(=O)c1ccc(C)cc1C)C(=O)Nc1cccnc1 (stereo unspecified)	13.0%	4.7%
CCCN(CC1CC1)c1nc(C)nc(Nc2c(Cl)cc(Cl)cc2Cl)c1Cl	-13.3%	-7.6%
COc1ccc([C@@H]2CC(=O)c3c(O)cc(O[C@@H]4OC(CO[C@@H]5OC(C)[C@H](O)[C@@H](O)[C@H]5O)[C@@H](O)[C@H](O)[C@H]4O)cc3O2)cc1O (stereo partly specified)	?	-6.8%
COc1ccc(-c2sc3cc(OC)ccc3c2-c2ccc(OCCN3CCOCC3)cc2)cc1	?	2.5%
Fc1ccc(N2CCN(c3ncnc4c3nnn4Cc3ccccc3Cl)CC2)cc1	?	-8.6%
COc1ccc(C(=O)c2cc(OC)c(OC)c(OC)c2)cc1OC	?	4.9%
Cc1ccc(S(=O)(=O)c2nc(-c3ccccc3Br)oc2N(C)C)cc1	?	-2.1%
COc1ccccc1C=NN=Cc1ccccc1O	1.6%	-8.7%
CCCN=C1N(CC)C[C@@H]2[C@@H]3C(=O)N(C)C(=O)[C@@H]3[C@](Cc3ccccc3)(C(=O)OC)N12	26.9%	6.8%
Cc1ncc(C(=O)Nc2ccccc2)[nH]1	7.6%	-17.8%
